Screening data (PubChem BioAssay)
PHOSPHO1 block: inhibitors of human PHOSPHO1 phosphatase; Q8TCT1; recombinant PHOSPHO1, absorbance phosphatase assay; inhibition, % at 13.3 µM; actives 1.1% (n = 290,000); AID 1565; in the data active means inhibition above about 60%
NALP1 inh: NALP1 inhibition; S. cerevisiae NALP1/ASC/caspase-1 growth, X-gal OD620, 72 h; inhibition, % at 10 µM; actives 0.61% (n = 280,000); AID 2071; in the data active means inhibition mostly above about 24%, no sharp cut-off; inactive means mostly below about 32%; further: some compounds called inactive have numbers as strong as hits
MEKK2 WT-MEK5: raises or lowers MEK5 binding to wildtype human MEKK2 PB1 domain; Q9Y2U5; bead flow cytometry, Alexa488-MEK5 binding to MEKK2 WT; actives lie on both sides; binding response (% of control), % at 10 µM; actives 1.1% (n = 290,000); AID 1531; in the data active means binding response below about 67% or above about 130%
MEKK2 mut-MEK5: signal of MEK5 binding to mutant human MEKK2 PB1 domain | actives 0.35% (n = 290,000) | bead flow cytometry, Alexa488-MEK5 binding to MEKK2 mutant | percent response, % at 10 µM; in the data active means percent response above about 24%, passing the limit was not always enough; further: inactives centre near 1; some results filed as inactive read as strong as hits; reference of the scale not given here
MEKK3 PB1 HTS: MEKK3-MEK5 PB1 interaction, increase or decrease. Q99759. bead-based flow cytometry, Alexa488-MEK5 binding to MEKK3; actives lie on both sides; 0 = blocked by unlabeled MEK5, 100 = vehicle. binding response (% of control), % at 10 µM. AID 1529. actives 1.4% (n = 290,000);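 active means binding response more than 3 SD above or below the average of its plate-row segment, actives on both sides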;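 further: Alexa488 bead fluorescence after subtracting the streptavidin-only scavenger bead signal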
FID counter: counter-screen for HCV NS3 helicase inhibitors: DNA intercalator displacement; DNA fluorescent intercalator displacement, fluorescence; inhibition, % at 7.9 µM; actives 0.17% (n = 290,000); AID 1845; in the data active means inhibition above about 37%;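 further: 0% = vehicle and 100% = reference compound; higher means more ethidium bromide displaced from hairpin DNA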
GPR7 antag: human neuropeptides B/W receptor 1 antagonism; P48145; actives 1.1% (n = 290,000); GPR7-expressing cells, fluorescence antagonist assay; inhibition, % at 4.4 µM; in the data active means inhibition above about 16%, passing the limit was not always enough;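 further: cells stimulated with the agonist NPW; 0% = agonist with vehicle and 100% = vehicle without agonist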
Target sequence (P48145 whole entry, looked up): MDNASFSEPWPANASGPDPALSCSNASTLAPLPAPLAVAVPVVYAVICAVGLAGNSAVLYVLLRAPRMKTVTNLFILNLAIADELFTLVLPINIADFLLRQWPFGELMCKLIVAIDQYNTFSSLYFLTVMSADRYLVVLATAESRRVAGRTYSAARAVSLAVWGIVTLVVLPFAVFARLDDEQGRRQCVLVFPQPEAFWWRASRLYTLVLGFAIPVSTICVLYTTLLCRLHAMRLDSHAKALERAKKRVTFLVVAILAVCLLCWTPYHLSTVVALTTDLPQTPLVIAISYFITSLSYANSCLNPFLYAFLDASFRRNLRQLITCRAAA
M18AAP inhibitor: PfM18AAP enzyme inhibition | recombinant PfM18AAP, H-Glu-NHMec fluorogenic cleavage | inhibition, % at 7.35 µM | actives 1.2% (n = 290,000);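 active means inhibition above the campaign mean inhibition over all tested compounds plus 3 SD, cut at about 28% in these data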;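 further: 0% = plate median of test compound wells and 100% = 2 mM ZnCl2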
OXTR agonist: agonists of human oxytocin receptor; P30559; CHO-OTR cells, Fluo-8 calcium fluorescence; normalized: DMSO 0%, oxytocin 100%; activation, % at 3 µM; actives 0.32% (n = 320,000); AID 2435;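 active means activation above the mean of all tested compounds plus 3 SD, cutoff set per screening run, cut at about 20% in these data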;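 further: peak over basal fluorescence ratio from a 100 s FLIPR kinetic read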
Target sequence (P30559 whole entry, looked up): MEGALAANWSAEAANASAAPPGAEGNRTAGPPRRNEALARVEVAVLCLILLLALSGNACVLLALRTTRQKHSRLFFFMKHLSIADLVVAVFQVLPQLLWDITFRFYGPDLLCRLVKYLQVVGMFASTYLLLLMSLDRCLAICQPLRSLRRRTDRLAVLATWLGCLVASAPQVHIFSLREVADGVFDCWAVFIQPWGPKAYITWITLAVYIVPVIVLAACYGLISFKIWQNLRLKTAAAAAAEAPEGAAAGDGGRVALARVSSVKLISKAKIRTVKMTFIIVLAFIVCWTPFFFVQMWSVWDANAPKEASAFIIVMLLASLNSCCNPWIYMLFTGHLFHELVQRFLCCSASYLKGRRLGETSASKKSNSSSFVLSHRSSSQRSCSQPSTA
Starred values were filed as active, the others as inactive; . = no result given; [ ] = dose if it differs, or a comment.

SMILES	PHOSPHO1 block	NALP1 inh	MEKK2 WT-MEK5	MEKK2 mut-MEK5	MEKK3 PB1 HTS	FID counter	GPR7 antag	M18AAP inhibitor	OXTR agonist
O=c1c2c(c(-c3ccccc3)nn1Cc1ccccc1)CCCC2	30	18	106	11	110	-28	-19	-3	-1.5
COc1ccccc1N(CC(=O)NC1CCCCC1)C(=O)CCC(=O)Nc1nccs1	14	16	103	-3	101	-38	-2	3	-0.7
Cc1cc(C(=O)OCC(=O)N2CCc3ccccc32)c(C)o1	-31	2	97	0	100	-1	3	-9	-2.4
Cc1ccc(C(=O)Nc2ccc(Cl)cn2)cc1S(=O)(=O)N1CCOCC1	3	6	102	1	99	-9	8	2	-2.5
CCc1ccc(S(=O)(=O)NCc2csc(C)n2)s1	-7	0	98	7	88	-7	-7	-6	1.8
O=C(CN1C(=O)NC(c2ccccc2)(c2ccccc2)C1=O)Nc1cccnc1Cl	25	12	99	1	98	-19	-5	0	3.8
Cc1cc(C(=O)NCCc2ccc(S(N)(=O)=O)cc2)no1	-15	-7	106	14	105	0	-13	7	0.4
COc1cc(CNc2cccc(F)c2)cc(Br)c1O	13	32*	98	1	99	3	-20	5	-0.5
CCN(CC)CCN(C(=O)c1cc2c(ccc3ccccc32)oc1=O)c1nc2cc3c(cc2s1)OCCO3	38	12	123	8	103	13	-1	7	0.7
COc1ccc(C(=O)NCCc2ccc(C)cc2)cc1OC1CCN(C(C)=O)CC1	51	10	114	8	104	-41	-8	-4	0.4
CC(C)C(NC(=O)C(C)N1C(=O)c2ccccc2C1=O)c1ccccc1 (configuration not stated)	33	13	106	4	102	-14	-2	-3	-0.9
Cc1ccc(S(=O)(=O)CCC(=O)Nc2cccc(Cl)c2)cc1	51	4	104	7	99	-13	0	2	-1.5
O=C(Cn1cc(C(F)(F)F)ccc1=O)N/N=C/c1ccccc1	24	1	98	0	105	-5	-7	1	1.0
N#CC1=C(N)Oc2cc(O)ccc2C1c1ccccc1 (configuration not stated)	-1	-1	102	-3	101	-9	-9	7	1.2
O=C1NCCCc2nc(Oc3ccccc3)sc21	-2	-6	107	5	106	-3	-2	0	1.7
O=S(=O)(CC(CN1CCCCC1)N1CCCCC1)c1ccc2ccccc2c1 (configuration not stated)	13	55*	105	-3	95	3	-1	2	.
Cc1ccc(-n2c(N)cc(=O)nc2SCC(=O)N2CCN(c3ccccc3)CC2)cc1C	23	9	97	-5	99	-32	-5	1	-0.5
COc1ccc(Oc2ncccc2NC(=O)c2cccc(C)c2C)cc1	1	-1	80	-22	80	-36	-21	-3	-3.1
Cc1cc([N+](=O)[O-])nn1CC(=O)Nc1ccc(Cl)cn1	27	8	102	-4	101	2	-4	-4	0.1
O=C(NC1CCN(S(=O)(=O)c2cccc(F)c2)CC1)c1cccc(F)c1	-6	11	102	0	101	-14	11	0	.
Cc1cccc(N2N=C(C(=O)O)CCC2=O)c1	23	22	100	3	100	0	-2	-2	-0.3
O=C(NC(=S)NC1CCSC1=O)c1ccccc1Cl (configuration not stated)	-109	-3	107	3	106	-12	9	5	0.1
CN1C(=S)SC(C)(C)C1/[N+]([O-])=C/c1cccnc1 (configuration not stated)	1	6	106	3	103	-5	5	3	0.7
COC(=O)C(C(=O)Nc1nc2ccccc2s1)C1CCCC1 (configuration not stated)	27	22	97	-3	92	-2	0	3	-2.6
CN1CCCCCC1C(=O)N1CCC(N2CCC(C(=O)N3CCOCC3)CC2)CC1 (configuration not stated)	15	7	101	-2	99	8	7	-11	0.1
Cc1nnc(SCC(=O)NC(=O)NCCC(C)C)s1	-21	-17	106	0	110	-8	-13	0	0.7
CC(C)c1ccc(C2C(C(=O)c3ccco3)=C(O)C(=O)N2CC2CCCO2)cc1 (configuration not stated)	10	3	95	4	100	-50	3	11	0.3
CC1CC(C)CN(S(=O)(=O)N2CCCC(C(=O)NC(C)c3ccccc3)C2)C1 (configuration not stated)	20	-5	94	1	98	-35	-2	4	-1.2
CCOc1ccccc1N(CC(=O)NC1CCCC1)C(=O)CCCC(=O)Nc1ccccn1	25	30	2.0*[inhibitor]	-39	2.0*[inhibitor]	-25	-3	1	-0.7
Cc1nc2c(ncn2-c2ccccc2)c(=O)n1NC(=O)CN1CCN(C)CC1	-6	.	102	7	100	4	6	-6	0.3

A portion from the list above, for reference:
SMILES	PHOSPHO1 block	NALP1 inh	MEKK2 WT-MEK5	MEKK2 mut-MEK5	MEKK3 PB1 HTS	FID counter	GPR7 antag	M18AAP inhibitor	OXTR agonist
Cc1ccc(-n2c(N)cc(=O)nc2SCC(=O)N2CCN(c3ccccc3)CC2)cc1C	23	9	97	-5	99	-32	-5	1	-0.5
COc1ccc(Oc2ncccc2NC(=O)c2cccc(C)c2C)cc1	1	-1	80	-22	80	-36	-21	-3	-3.1
Cc1cc([N+](=O)[O-])nn1CC(=O)Nc1ccc(Cl)cn1	27	8	102	-4	101	2	-4	-4	0.1
O=C(NC1CCN(S(=O)(=O)c2cccc(F)c2)CC1)c1cccc(F)c1	-6	11	102	0	101	-14	11	0	.

Limited to MEKK3 PB1 HTS, for some of the entries so far:
mol | MEKK3 PB1 HTS
Cc1ccc(C(=O)Nc2ccc(Cl)cn2)cc1S(=O)(=O)N1CCOCC1 | 99
CN1C(=S)SC(C)(C)C1/[N+]([O-])=C/c1cccnc1 (configuration not stated) | 103

Remaining list, next part:
SMILES	PHOSPHO1 block	NALP1 inh	MEKK2 WT-MEK5	MEKK2 mut-MEK5	MEKK3 PB1 HTS	FID counter	GPR7 antag	M18AAP inhibitor	OXTR agonist
O=C(Nc1ccc(NC(=O)c2ccco2)cc1)c1ccco1	-6	3	98	0	96	-5	3	0	-0.6
Cc1ccc(OC(=O)c2ccc(Br)o2)cc1	17	19	99	2	102	6	-4	-7	27*
CC(=O)N1c2ccc(S(=O)(=O)NCCc3ccc(S(N)(=O)=O)cc3)cc2CC1C (configuration not stated)	33	7	97	-4	101	-6	-13	0	-0.2
O=C(N/N=C/C=C/c1ccccc1[N+](=O)[O-])c1cc(-c2ccccc2)n[nH]1	-3	17	96	1	104	-10	8	3	2.5
Cc1ccc(Cl)cc1NC(=O)CCC(=O)O	19	2	98	0	100	-12	-6	0	2.2
COc1ccc(NC(=O)C(=O)c2cn(CC(=O)N3CCCC3)c3ccccc23)cc1OC	33	9	113	9	106	-44	-8	3	1.8
CCC1N=C(SC)NC(C)=C1C(=O)c1ccccc1 (configuration not stated)	-10	-3	96	-4	105	-3	-4	-8	-0.7
CCCC(=O)N(Cc1cc(=O)[nH]c2ccccc12)c1ccccc1	.	21	104	-4	107	-27	-5	12	0.3
Cc1cccc(NC(=O)c2ccc3c(c2)C(=O)N(c2ccccn2)C3=O)c1C	46	14	106	8	103	-6	-13	2	0.0
CCOC(=O)c1c(NC(=O)CSc2ncccn2)sc2c1CC(C)(C)NC2(C)C	24	11	104	0	101	11	-9	2	-0.3
CN(C)CCCN1C(=O)c2cccc3c([N+](=O)[O-])ccc(c23)C1=O	7	-26	98	0	99	41*	15	2	0.8
CCOC(=O)C1Nc2c(cc(C(F)(F)F)cc2[N+](=O)[O-])C2c3ccccc3CC12 (configuration not stated)	.	.	101	0	102	.	.	.	-0.5
CCN(CC)CCNC(=O)COc1ccc(Cl)cc1Cl	-5	5	100	0	95	8	5	-4	0.8
CCOC(=O)c1cc2sccc2n1CC(=O)OC	-13	24	95	1	96	-4	-4	-4	-0.9
COc1ccc(Cn2c(=O)[nH]c3cc(C(=O)N4CCN(c5ccccn5)CC4)ccc3c2=O)cc1	16	-18	96	-2	95	-4	14	4	0.0
CCSC1=NSC2=NC(=O)/C(=C\c3coc4ccccc4c3=O)C(=N)N12	-2	24	97	0	98	-15	10	7	62*
CN(c1ccccc1C(=O)N1CCN(c2ccccc2)CC1)S(C)(=O)=O	26	0	97	9	105	-8	6	1	1.1
CN1/C(=C\C(=O)c2cccc(S(=O)(=O)N3CCCCC3)c2)C(C)(C)c2ccccc21	8	23	96	-2	97	-2	-10	-2	-0.8
COc1ccc(CN(C(C)=O)c2cccc(C)c2C)cc1	-16	-14	103	6	104	-24	1	3	-1.8
COC(=O)c1cc(OC)c(OC)cc1NC(=O)c1ccc(OC)cc1	2	-4	103	3	103	-7	-17	11	-0.2
CC(C)CCN1CC(C(=O)N2CCN(c3ccc(F)cc3)CC2)CC1=O (configuration not stated)	23	3	92	-10	86	-24	-10	3	0.0
CCc1ccc(NC(=O)[C@@H](NC(=O)[C@@H]2Cc3ccccc3CN2)C(C)CC)cc1 (some centres not stated)	24	25	101	0	102	29	-2	-6	-0.3
